Bioassay records: PubChem, Sanford-Burnham Center for Chemical Genomics
tim10-1 inh: growth inhibitors of tim10-1 mutant yeast, primary screen, luminescence, uHTS; S. cerevisiae tim10-1 ts strain growth, BacTiter-Glo, 24 h; inhibition, % at 20 µM; AID 463190, 2010; actives 2.2% (n = 330,000);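 active = inhibition of at least 40%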;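 note: mutant grown at 25 °C; 0% = DMSO wells with yeast and 100% = wells holding no yeast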
APJ antag: antagonists of human apelin receptor APJ, primary screen, CHO-K1 cells, beta-arrestin complementation, luminescence; actives 0.32% (n = 330,000); inhibition, % at 20 µM; P35414;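 active = inhibition above about 40% at 20 µM, limit read from the data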;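 note: cells challenged with 10 nM apelin-13 agonist together with compound; plate controls were apelin-13 plus DMSO wells for no effect and DMSO wells lacking apelin-13 for full effect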
Mdm2-MdmX inh: inhibitors of human Mdm2-MdmX association, primary screen, cell-based, luminescence, split luciferase, SaOS-2, uHTS; SaOS-2 split-luciferase Mdm2/MdmX complementation; Protein Mdm4 (Homo sapiens) + E3 ubiquitin-protein ligase Mdm2 (Homo sapiens), …; AID 485346, 2010; inhibition, % at 8 µM; actives 3% (n = 330,000);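 active = inhibition of at least 50% at 8 µM in the primary screen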
Target sequence (O15151 whole entry, looked up): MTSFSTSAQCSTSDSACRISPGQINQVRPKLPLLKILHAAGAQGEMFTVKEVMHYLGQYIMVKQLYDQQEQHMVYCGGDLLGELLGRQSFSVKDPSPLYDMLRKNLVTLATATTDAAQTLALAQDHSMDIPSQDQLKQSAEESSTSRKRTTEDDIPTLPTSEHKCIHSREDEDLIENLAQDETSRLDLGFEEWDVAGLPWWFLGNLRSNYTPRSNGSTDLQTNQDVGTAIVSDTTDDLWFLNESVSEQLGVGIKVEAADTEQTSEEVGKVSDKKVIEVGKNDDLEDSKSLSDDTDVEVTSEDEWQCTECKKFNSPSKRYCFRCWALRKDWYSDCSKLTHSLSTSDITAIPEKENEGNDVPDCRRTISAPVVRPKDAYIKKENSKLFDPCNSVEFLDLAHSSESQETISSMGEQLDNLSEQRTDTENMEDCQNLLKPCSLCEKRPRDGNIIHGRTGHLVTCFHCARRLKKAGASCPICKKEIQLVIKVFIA
Target sequence (Q00987 whole entry, looked up): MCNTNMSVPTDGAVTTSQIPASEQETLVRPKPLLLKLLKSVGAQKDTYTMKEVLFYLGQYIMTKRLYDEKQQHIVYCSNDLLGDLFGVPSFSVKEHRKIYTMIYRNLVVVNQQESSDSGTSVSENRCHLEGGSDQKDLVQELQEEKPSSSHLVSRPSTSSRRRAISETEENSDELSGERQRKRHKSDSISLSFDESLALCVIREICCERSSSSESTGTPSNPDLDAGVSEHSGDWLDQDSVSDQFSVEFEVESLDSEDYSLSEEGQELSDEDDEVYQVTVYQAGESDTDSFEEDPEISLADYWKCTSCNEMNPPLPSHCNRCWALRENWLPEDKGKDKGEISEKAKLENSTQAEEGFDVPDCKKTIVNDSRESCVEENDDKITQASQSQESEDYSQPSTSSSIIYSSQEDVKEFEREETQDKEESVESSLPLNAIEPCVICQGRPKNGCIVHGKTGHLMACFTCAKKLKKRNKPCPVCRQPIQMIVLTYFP
CHOP UPR activ: activators of apoptotic CHOP UPR arm, primary screen, cell-based, CHO-CHOP luciferase reporter, luminescence, uHTS | UPR activation; percent of tunicamycin response over DMSO baseline | activation, % at 10 µM | actives 0.34% (n = 330,000);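 active = at 10 µM dose, activation of 40% or more, normalized to positive control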;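 note: 100% = tunicamycin at 10 µg/mL and 0% = DMSO alone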
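Material: CHO-CHOP cells, stable luciferase reporter of PERK-eIF2a-CHOP signalling; quantity: 500 reporter cells seeded per well; buffer or medium: F12 medium containing 10% fetal bovine serum; compound: one dose, 10 µM in 0.5% DMSO; incubation: 6 h compound treatment, 37 °C; measured by: Steady-Glo luciferase luminescence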
TIM10 inh: growth inhibitors of isogenic TIM10 control yeast, primary screen, counter-screen for tim10-1 yeast inhibitor project, luminescence, uHTS; S. cerevisiae TIM10 strain growth, BacTiter-Glo luminescence, 24 h; inhibition, % at 10 µM; actives 1.4% (n = 330,000); AID 463195, 2010;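 active = inhibition of 40% or more at the single tested concentration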;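 note: wild-type TIM10 isogenic control strain grown at permissive 25 °C; 0% = DMSO yeast wells and 100% = minimal medium wells without yeast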
tim23-1 inh: growth inhibitors of tim23-1 mutant yeast, primary screen, luminescence, uHTS | actives 1.3% (n = 330,000) | S. cerevisiae tim23-1 growth, BacTiter-Glo luminescence, 24 h | inhibition, % at 20 µM;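 active = growth inhibition of the mutant yeast at or above 50%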;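 note: temperature-sensitive mutant grown at 25 °C; plate controls were DMSO-treated mutant yeast for no effect and medium wells lacking yeast for full effect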
APJ ag: agonists of human apelin receptor APJ, primary screen, CHO-K1 cells, PathHunter beta-arrestin, luminescence; 0% DMSO wells, 100% apelin; activation, % at 20 µM; actives 0.11% (n = 330,000); AID 2520, 2010;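 active = activation more than six SD over the plate average, tested at 20 µM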;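 note: 0% = DMSO alone and 100% = apelin-13 at 10 nM; some results filed as inactive read as strong as hits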
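Material: engineered CHO-K1 APJ arrestin reporter cells; amount: 1000 CHO-K1 reporter cells seeded per well; incubation: compound stimulation 90 min at 25 °C, detection 60 min; signal: luminescent beta-gal fragment complementation, chemiluminescent substrate; read-out basis: APJ agonist activity; controls: DMSO-only wells as negative, 10 nM Apelin-13 as positive control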
CXCR6 block: CXCR6 receptor inhibitors, primary screen, cell-based, beta-arrestin, luminescence, CHO-K1 PathHunter, 1536-well; C-X-C chemokine receptor type 6 (Homo sapiens), O00574; AID 602244, 2012; actives 0.36% (n = 360,000); inhibition, % at 20 µM; in the data active = inhibition above about 34%, passing the limit was not always enough;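 note: antagonist mode with CXCL16 agonist at 10 nM final; 0% = 10 nM CXCL16 with DMSO and 100% = unstimulated wells without agonist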
XBP1 UPR activ: activators of adaptive XBP1 UPR arm, primary screen, cell-based, CHO-XBP1 luciferase reporter, luminescence, uHTS. IRE1-XBP1 UPR activation; percent of tunicamycin response, DMSO as zero. activation, % at 20 µM. actives 0.33% (n = 330,000);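 active = versus positive control, 20 µM dose yields 30% or more activation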;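 note: 100% = tunicamycin at 10 µg/mL and 0% = DMSO only wells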
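Material: CHO-XBP1 cells stably carrying IRE1-XBP1-driven luciferase reporter | Medium: F12 with 10% serum | Compound dosing: 20 µM single concentration, DMSO 1% | Incubation: Overnight seeding at 37 °C, 6 h compound treatment at 37 °C | Detection: Steady-Glo luminescence read | Read-out basis: % activation of reporter signal versus tunicamycin and DMSO controls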
The depositor's hits bear a star. Only part of the results is shown; count on the stated rates, not on these rows.

SMILES | tim10-1 inh | APJ antag | Mdm2-MdmX inh | CHOP UPR activ | TIM10 inh | tim23-1 inh | APJ ag | CXCR6 block | XBP1 UPR activ
COc1ccccc1OCCNC(=O)C(=O)c1c[nH]c2ccccc12 | -26 | 6 | 4 | 1.1 | 5 | 11 | -3 | -10 | 0
Cc1ccc(SCCC(=O)NC(C)(C)C)cc1 | 3 | -3 | -11 | 4.0 | -6 | 18 | 1 | 5 | 0
O=C(O)CCCCCNCc1c(Cl)cccc1Cl | -2 | 10 | 14 | -0.3 | 0 | -16 | -1 | 4 | 1
CCOC(=O)C(NC(=O)Nc1ccc(C(N)=O)cc1)(c1ccccc1)C(F)(F)F (stereo not drawn) | -5 | 5 | 17 | -0.2 | 5 | 1 | -1 | 5 | -1
Cn1c(=O)c2c(Nc3ccc(F)cc3)cc(=O)n(-c3ccccc3)c2n(C)c1=O | -9 | 17 | -1 | 2.5 | -9 | 5 | -2 | 8 | 3
CCCn1c(-c2cccs2)nc2c1c(=O)[nH]c(=O)n2Cc1ccccc1 | -18 | 14 | 17 | 4.8 | -25 | -39 | -3 | -3 | 1
COCCN(C(=O)CCC(=O)Nc1ccccn1)C(C(=O)NC1CCCC1)c1ccc(OC)cc1 (stereo not drawn) | 0 | 3 | 14 | -1.1 | 1 | -4 | -1 | 10 | -3
CCc1ccc(Nc2n[n+](-c3ccccc3)c(-c3ccc(SC)cc3)s2)cc1 | 24 | -49 | 26 | -1.4 | 2 | 14 | -3 | 8 | 4
CCn1nc(C)c(NC(=O)c2ccc(Cl)cc2)c1C | 0 | 9 | 7 | 0.4 | 3 | -1 | -2 | -5 | 0
CCCCC(=O)C1=C(N2CCCC2)CC(C)(C)CC1=O | 1 | 17 | 15 | 2.3 | 1 | 3 | 0 | -5 | 1
Cc1cc(C)n2nc(SCC(=O)N3CCC(C(=O)O)CC3)nc2n1 | -10 | 5 | 33 | -0.1 | -9 | -17 | -2 | -3 | -1
CC(=O)S[C@@H]1CC2=CC(=O)CC[C@]2(C)[C@H]2CC[C@@]3(C)[C@@H](CC[C@@]34CCC(=O)O4)[C@H]12 | 7 | -4 | 57* | 3.0 | 15 | 17 | 5 | 1 | -5
O=C(CN1C(=O)C2C3C=CC(C3)C2C1=O)Nc1ccc(S(=O)(=O)N2CCCCC2)cc1 (stereo not drawn) | 11 | -4 | -25 | 0.4 | 14 | 0 | -1 | 5 | 0
O=C(CCn1c(=O)oc2ccccc21)n1c(=O)oc2ccccc21 | 7 | -4 | -14 | 0.5 | 0 | 9 | 1 | 0 | -2
COc1ccc(NS(=O)(=O)c2ccc(NC(=S)NCC3CCCO3)cc2)cc1 (stereo not drawn) | -3 | 8 | 6 | -0.9 | 15 | -2 | -1 | 6 | -5
Cc1cc(C)c(NC(=O)CSc2nnc(-c3ccco3)n2N)c(C)c1 | 11 | -8 | 15 | -4.1 | -4 | 4 | -3 | -2 | 1
C/C(=N/NC(=O)c1ccc(O)cc1)c1cccc([N+](=O)[O-])c1 | 7 | 14 | 6 | 3.0 | 0 | -3 | -1 | 0 | -1
Cc1noc(C)c1S(=O)(=O)N1CCC(C(=O)N2CCN(Cc3ccc4c(c3)OCO4)CC2)CC1 | -3 | 0 | 11 | -0.8 | 22 | 10 | -3 | 1 | -2
CC1(C)CC(=O)CC(=O)/C1=N\Nc1c(Cl)cc(Cl)cc1Cl | 33 | 10 | 19 | 3.0 | 15 | 36 | -4 | 8 | -1
CCCNC(=O)C1CC2Cn3c(nc4ccccc43)C2N1C (stereo not drawn) | -6 | -38 | 3 | -0.8 | -6 | 8 | -5 | 6 | 2
CC1CCCC(C)N1C(=O)COC(=O)CCc1nc2ccccc2c(=O)[nH]1 (stereo not drawn) | 15 | -1 | 2 | -0.7 | 1 | 25 | -2 | -4 | -1
COc1ccccc1OCCNC(=O)C1CC(=O)N(c2ccccc2OC)C1 (stereo not drawn) | 5 | 7 | 8 | -1.2 | 2 | -4 | -3 | -6 | -2
CC(=O)N1CCC(N(CCN2CCOCC2)C(=S)Nc2cc(C)cc(C)c2)CC1 | -8 | 5 | 14 | 0.3 | -13 | 5 | -1 | 9 | -1
COc1ccc(NC(=S)N(CCO)Cc2ccccc2)cc1 | -3 | -1 | -27 | 1.4 | 6 | 19 | 3 | 10 | 2
O=C(NC1CCS(=O)(=O)C1)c1sc2ccccc2c1Cl (stereo not drawn) | -4 | 0 | -18 | 1.0 | 8 | 4 | -3 | -8 | 1
New compounds follow.
SMILES | tim10-1 inh | APJ antag | Mdm2-MdmX inh | CHOP UPR activ | TIM10 inh | tim23-1 inh | APJ ag | CXCR6 block | XBP1 UPR activ
CC(C)CNC(=O)C(=O)NCC1OCCCN1S(=O)(=O)c1cccs1 (stereo not drawn) | 3 | -22 | 5 | -0.6 | 0 | 1 | -7 | -1 | -2
CCCC12CN3CCN(CC(C3)/C1=N\NC(=O)c1ccccc1Cl)C2 | 11 | -28 | 1 | 1.3 | -5 | 12 | -2 | 16 | 2
Cc1cc(C(=O)OCC(=O)c2cccc([N+](=O)[O-])c2)c2cccc(C)c2n1 | 2 | 17 | 10 | -0.7 | -22 | 8 | -8 | 11 | -3
CC(C)OC(=O)C(=O)NNc1ccccc1 | -8 | 17 | 2 | -1.2 | -26 | -69 | -3 | -9 | 3
COc1ccc(/C=C/c2nc3ccccc3c(=O)n2-c2cccc(C(=O)O)c2)cc1 | 6 | -3 | 17 | 0.5 | -6 | 12 | -3 | -6 | -4
O=C(CSc1nnc(-c2ccc3c(c2)OCO3)n1-c1ccccc1)c1ccc(Cl)cc1 | 12 | 13 | -8 | 3.9 | 10 | 16 | -1 | 8 | 2
CC(=O)N(C)c1ccc(NC(=O)Nc2cccc3ccccc23)cc1 | 5 | -14 | 0 | 1.3 | 7 | 5 | -1 | 4 | 3
O=CN1CCN(C(=O)COc2ccc(Cl)cc2Br)CC1 | -4 | 5 | -14 | 1.3 | 5 | 15 | -2 | 2 | -4
Cc1ccc(NC(=O)c2cccc(Oc3ccc([N+](=O)[O-])cc3)c2)c(C(=O)O)c1 | -12 | -5 | 16 | -0.9 | 2 | 37 | 0 | 36 | -3
O=C(Nc1ccc(F)cc1)Nc1csc2ccccc12 | -9 | 9 | 28 | 2.3 | 13 | -5 | 3 | -15 | 1
CN(CC(=O)NC1CCCCC1)S(=O)(=O)c1cccc2cccnc12 | -2 | -7 | -14 | -1.4 | 8 | 18 | -4 | -8 | -3
O=C1c2ccccc2S(=O)(=O)c2cc(N3CCOCC3)ccc21 | 26 | 8 | 45 | -3.9 | -3 | 7 | -2 | 12 | -1
Cc1ccsc1/C=N/NC(=O)c1nnn(-c2nonc2N)c1CSc1ccccc1 | -1 | 6 | 48 | -0.1 | -2 | -4 | 1 | 9 | 0
O=C(OCCN1C(=O)c2ccccc2C1=O)c1cccc(OC(F)F)c1 | 31 | -4 | 14 | -0.2 | -4 | 24 | -2 | 2 | 2
CCc1ccc(NS(=O)(=O)c2cc(OC)ccc2OC)cc1 | 34 | -11 | 30 | 0.8 | 23 | 16 | -3 | 10 | -4
CCOc1ccccc1NC(=O)CCc1c(C)nn(-c2ccc(N3CCCCC3)nn2)c1C | 12 | -5 | -7 | 1.7 | 11 | 26 | 4 | 0 | -4
Cc1cc(C)c2c(-n3cccc3)c(C(=O)O)sc2n1 | 9 | -7 | 23 | 0.3 | -13 | -1 | 2 | -10 | -2
CC1CC(C)(C)NC(=S)N1CCCC(=O)NCCc1ccc(Cl)cc1 (stereo not drawn) | 11 | -11 | 2 | -2.5 | 0 | 12 | -1 | 6 | 2
CCN(CC(=O)Nc1ccc(OC)cc1)C(=O)c1cc([N+](=O)[O-])ccc1N1CCOCC1 | -7 | 13 | -10 | 0.1 | 3 | -7 | -8 | 3 | -2
OCCC1CN(Cc2nc3ccccc3s2)CCN1C1CCCC1 (stereo not drawn) | -5 | -6 | 25 | -0.3 | 10 | 6 | -2 | -1 | -4
CC1(C)CC(NC(=O)C(F)(F)F)CC(C)(C)N1OC(=O)c1ccco1 | -2 | -8 | -3 | 1.4 | -15 | -15 | -1 | -4 | -2
CCOc1ccccc1N1CCN(S(=O)(=O)c2cccs2)CC1 | 10 | 8 | -5 | 0.6 | 4 | 14 | -2 | 6 | 1
CC(NC(=O)c1ccncc1)c1ccc(Br)cc1 (stereo not drawn) | -12 | -19 | 15 | -0.3 | 1 | 17 | 3 | -16 | 3
CCOc1cc(C(=O)NCc2ccc(C)cc2)ccc1OCC(=O)N1CCOCC1 | -6 | -13 | -6 | 0.5 | 6 | -1 | -5 | -8 | -2
CN(C)c1ccc(/C=N/NC(=O)CNC(=O)c2ccc3c(c2)OCCO3)cc1 | 7 | -2 | -3 | -0.5 | 7 | 2 | -1 | -1 | -3
COc1ccccc1C(CNc1nc(C(F)(F)F)nc2ccccc12)N(C)C (stereo not drawn) | -2 | 15 | 9 | 0.1 | 11 | 11 | -3 | 4 | 2
O=C(NCCc1ccc(F)cc1)c1cc([N+](=O)[O-])ccc1N1CCOCC1 | -20 | 16 | 14 | 0.0 | -29 | -32 | -5 | 4 | 4
O=C(CCC1CCCC1)NCc1cccs1 | 14 | 18 | -16 | 3.9 | 22 | -1 | 2 | 2 | 2
CC(C)CCNC(=O)C1CC(c2ccc(C(F)(F)F)cc2)=NO1 (stereo not drawn) | 18 | -16 | -23 | -1.0 | 12 | 21 | 2 | -17 | -2
CCC(C)Oc1cccc(C(=O)Nc2ccccc2N2CCOCC2)c1 (stereo not drawn) | 32 | -5 | -9 | 1.3 | 35 | 33 | -1 | 1 | 1

Two of the compounds above, tab-delimited.
smiles	tim10-1 inh	APJ antag	Mdm2-MdmX inh	CHOP UPR activ	TIM10 inh	tim23-1 inh	APJ ag	CXCR6 block	XBP1 UPR activ
CCc1ccc(NS(=O)(=O)c2cc(OC)ccc2OC)cc1	34	-11	30	0.8	23	16	-3	10	-4
CC1CC(C)(C)NC(=S)N1CCCC(=O)NCCc1ccc(Cl)cc1 (stereo not drawn)	11	-11	2	-2.5	0	12	-1	6	2

Filtered by structure, those above containing bromine
SMILES | tim10-1 inh | APJ antag | Mdm2-MdmX inh | CHOP UPR activ | TIM10 inh | tim23-1 inh | APJ ag | CXCR6 block | XBP1 UPR activ
O=CN1CCN(C(=O)COc2ccc(Cl)cc2Br)CC1 | -4 | 5 | -14 | 1.3 | 5 | 15 | -2 | 2 | -4
CC(NC(=O)c1ccncc1)c1ccc(Br)cc1 (stereo not drawn) | -12 | -19 | 15 | -0.3 | 1 | 17 | 3 | -16 | 3
